Screening results as filed in PubChem.
USP1 inh: Inhibitors of USP1/UAF1: Primary Screen; 390,000 tested, 0.23% active; Ubiquitin carboxyl-terminal hydrolase 1 (Homo sapiens), O94782; Potency, µM (top dose mostly 57.1 µM), without a hit: at the highest dose activity change, negative = inhibition, actives largely listed as inhibitors; recombinant USP1/UAF1, Ub-Rhodamine cleavage fluorescence; note: potency is the fitted concentration of half-maximal effect; % is set by controls: 0 for no effect and ±100 for the full control effect; nearly all actives have a fitted effect of over 60% in size; inactives centre near -12
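USP1/UAF1 complex at 1 nM was preincubated with compound for 15 min at room temperature, then Ub-Rho substrate (150nM final) was added. Fluorescence (480/540 nm) was read kinetically, 6 reads every 60 seconds.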
PI4K2A inh: qHTS for small molecular inhibitors of PI4K2A; activity change, negative = inhibition, % at 76.9 µM; AID 1346378, 2018; purified PI4K2A, ADP-Glo luminescence, 1 h; hits give low values; 420,000 tested, 0.13% active; in the data active = activity change below about -50%;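 note: -100% = wells without enzyme as full effect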
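PI4K2A activity was measured by ADP-Glo luminescence: enzyme (4 ug/mL stock) and phosphatidylinositol (1.2 mM stock) in Tris pH 7.5/MgCl2/EGTA/Triton X-100 buffer were reacted with ATP (300 microM stock) for one hour at ambient temperature.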
D2 antag: HTS Assay for Allosteric Antagonists of the Human D2 Dopamine Receptor: Primary Screen for Antagonists | D(2) dopamine receptor (Homo sapiens), P14416 | HEK293 TREx D2 cells, calcium flux, dopamine EC80 | inhibition, % at 10 µM | 340,000 tested, 2% active | AID 485344, 2010; in the data active = inhibition above about 30%; note: 0% is about no effect
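Dopamine at EC80 is the agonist stimulus; test compounds precede it by 180 s. Calcium flux read kinetically in a force-coupled, inducible HEK293 T-REx D2 cell line.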
TRHR PAM: qHTS for Small Molecule Agonists and Allosteric Enhancers of Human TRH Receptor: Primary Screen for Enhancers; Thyrotropin-releasing hormone receptor (Homo sapiens), P34981; TRHR cells, fluo-8 calcium fluorescence, EC20 TRH enhancement; enhancement, % at 2 µM; 360,000 tested, 0.66% active; AID 493056, 2011; in the data active = enhancement above about 30%; note: 0% is about no effect
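Enhancer read-out: after compound pinning and an initial kinetic agonist-mode read, an EC20 of TRH (10 nM final) was injected and fluo-8 calcium signal (Ex 480/Em 530) followed at 1 s/cycle for 100 cycles in TRHR-expressing cells.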
D2 ag: HTS Assay for Allosteric Agonists of the Human D2 Dopamine Receptor: Primary Screen for Agonists; D(2) dopamine receptor (Homo sapiens), P14416; HEK293 T-REx D2 cells, calcium flux agonist mode; activation, % at 2 µM; 340,000 tested, 0.53% active;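 active = activation over 3 SD above normal in the single-dose calcium agonist read, cut at about 30% in these data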; note: 0% is about no effect
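In this primary screen, compounds producing a positive calcium signal within 180 s of addition to tetracycline-induced, force-coupled HEK293 Trex D2 cells are flagged; cells are dye-loaded with a no-wash calcium kit beforehand.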
mIDH1 inhibitor: qHTS for Inhibitors of mutant isocitrate dehydrogenase 1 (IDH1): qHTS; Potency, µM (highest dose often 76.6 µM), inactives show top-dose activity change, negative = inhibition, hits mostly inhibitors; 390,000 tested, 0.093% active; AID 602179, 2012; Isocitrate dehydrogenase [NADP] cytoplasmic (Homo sapiens), O75874; IDH1-R132H enzyme, NADPH consumption, diaphorase/resazurin fluorescence; note: potency is the fitted concentration of half-maximal effect; % is set by controls: 0 for no effect and ±100 for the full control effect; nearly all actives have a fitted effect of over 65% in size
Target sequence (O75874 whole entry R132H, stated change not applied): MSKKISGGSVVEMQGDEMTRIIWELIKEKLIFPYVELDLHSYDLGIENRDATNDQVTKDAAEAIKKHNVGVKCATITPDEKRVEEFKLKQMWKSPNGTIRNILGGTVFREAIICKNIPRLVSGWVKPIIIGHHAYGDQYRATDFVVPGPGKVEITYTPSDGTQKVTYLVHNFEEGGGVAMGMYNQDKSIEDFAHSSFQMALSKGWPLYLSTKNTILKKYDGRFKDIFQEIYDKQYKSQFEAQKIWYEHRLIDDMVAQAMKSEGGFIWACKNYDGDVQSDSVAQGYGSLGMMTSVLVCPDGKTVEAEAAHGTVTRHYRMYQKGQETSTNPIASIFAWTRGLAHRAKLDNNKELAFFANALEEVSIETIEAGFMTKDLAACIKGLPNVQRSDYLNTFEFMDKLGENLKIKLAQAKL
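IDH1-R132H (0.5 ug/mL dispensed) in pH 7.5 Tris buffer was preincubated 30 min with compound, then given a substrate mix of 0.016 mM NADPH and 2 mM alpha-KG for 80 min at room temperature; remaining NADPH was read by diaphorase/resazurin fluorescence.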
TRHR agonist: qHTS for Small Molecule Agonists and Allosteric Enhancers of Human TRH Receptor: Primary Screen for Agonists; activation, % at 2 µM; AID 493084, 2011; 360,000 tested, 0.18% active; TRHR cells, calcium flux fluo-8, FDSS agonist mode; in the data active = activation above about 30%; note: 0% is about no effect
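TRHR-expressing cells loaded with fluo-8 calcium dye; 23 nL library compound pin-transferred, kinetic FDSS fluorescence (Ex 480/Em 530) recorded about 180 s for agonist-induced calcium release, before a 10 nM TRH EC20 addition for potentiator mode.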
TrxR1 substrate: qHTS Assay for Substrates of Mammalian Selenoprotein Thioredoxin Reductase 1 (TrxR1): qHTS | Thioredoxin reductase 1, cytoplasmic (Rattus norvegicus), O89049 | purified TrxR1 substrate turnover, NADPH consumption readout | Potency, µM (doses to about 114 µM), for inactives: top-dose activity change, negative = substrate turnover | 390,000 tested, 0.01% active; note: potency is the fitted concentration of half-maximal effect; % is set by controls: 0 for no effect and ±100 for the full control effect; nearly all actives have a fitted effect of over 50% in size
Target sequence (O89049 whole entry, looked up): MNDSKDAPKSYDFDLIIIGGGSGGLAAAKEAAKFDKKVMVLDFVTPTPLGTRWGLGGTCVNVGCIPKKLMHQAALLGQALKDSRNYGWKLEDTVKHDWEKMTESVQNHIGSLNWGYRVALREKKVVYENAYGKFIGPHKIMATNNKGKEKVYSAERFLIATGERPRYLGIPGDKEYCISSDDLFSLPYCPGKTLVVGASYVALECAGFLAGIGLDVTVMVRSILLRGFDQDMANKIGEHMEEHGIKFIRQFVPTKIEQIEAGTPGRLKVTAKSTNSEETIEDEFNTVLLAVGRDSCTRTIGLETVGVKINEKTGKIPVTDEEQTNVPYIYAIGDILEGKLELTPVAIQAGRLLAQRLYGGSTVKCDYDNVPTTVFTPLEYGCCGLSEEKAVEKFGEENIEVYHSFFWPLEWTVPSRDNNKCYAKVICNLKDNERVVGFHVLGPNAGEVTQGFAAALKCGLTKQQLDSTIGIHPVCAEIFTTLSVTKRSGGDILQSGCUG
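Rat TrxR1, dispensed at 90 nM, was prereduced with 400 uM NADPH (final) for 5 min at ~22 deg C, then incubated with compound 15 min before 400 uM selenite. A first-read NADPH fluorescence drop versus no-compound background flagged substrates.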
TrxR1 inh: qHTS Assay for Inhibitors of Mammalian Selenoprotein Thioredoxin Reductase 1 (TrxR1): qHTS; 390,000 tested, 1% active; recombinant rTrxR1, NADPH fluorescence consumption, selenite substrate; Potency, µM (titrated, usually from 114 µM), for inactives: at the highest dose activity change, negative = inhibition, usual class: inhibitors; note: potency is the fitted concentration of half-maximal effect; % is set by controls: 0 for no effect and ±100 for the full control effect; nearly all actives have a fitted effect of over 65% in size
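Rat TrxR1 (90 nM in the dispensed reagent) was pre-reduced with 400 uM NADPH for 5 min at room temperature, then incubated with compound for 15 min. After 400 uM selenite was added, NADPH fluorescence (Ex 340/Em 450 nm) was followed for 8 min.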
* hit, by the source's call; / = not tested or not shown; [ ] = another dose, or the depositor's remark. Unless noted, calls come from the whole dose curve; as a rule, active = well fitted inhibition curve with a large enough effect; inconclusive = small, poorly fitted or top-dose-only effect; inactive = no such curve, though single readings can be large or run the other way.

SMILES	USP1 inh	PI4K2A inh	D2 antag	TRHR PAM	D2 ag	mIDH1 inhibitor	TRHR agonist	TrxR1 substrate	TrxR1 inh
COc1cccc(CNC(=O)C2CCCN(c3nn4c(=O)cc(C)nc4s3)C2)c1OC (stereo not given)	-16.5%	-4.7	16.0	0.9	0.1	5.2%	-0.1	6.9%	22.5%
CS(=O)(=O)Nc1ccc(C(=O)NCc2cccnc2)cc1	-6.6%	-0.3	-19.1	-5.9	-0.3	-5.0%	-0.1	5.9%	17.1%
CN(C)S(=O)(=O)c1cccc(NC(=O)COC(=O)COc2ccccc2[N+](=O)[O-])c1	-8.5%	-2.0	8.8	-4.6	-0.7	5.4%	0.2	7.2%[57.1 µM]	15.4%[57.1 µM]
COc1ccc(C(CNC(=O)c2ccc(S(=O)(=O)Nc3ccc(F)cc3)cc2)N(C)C)cc1 (stereo not given)	1.2%	1.4	-11.0	0.5	2.4	-9.7%	2.0	-1.4%	8.4%
COC(=O)/C=C1\C(=O)N(c2nc3ccccc3s2)C(=S)N1c1ccc(F)cc1	-8.8%	0.8	-6.9	-11.1	1.2	1.8%	1.3	4.8%[57.1 µM]	9.4%[57.1 µM]
CCOC(=O)c1ccccc1NC(=O)c1cc2c(s1)-c1c(C)cccc1OC2	10.7%	3.3	/	3.2	-0.7	35.9%[activator]	-0.8	6.4%	8.9%
Cc1ccccc1C(=O)N(C)Cc1ccccc1	-3.6%	-2.9	-14.4	-1.4	0.7	5.6%	-0.1	12.4%	23.7%
COC(=O)C1=NN(C(=O)c2ccc(Br)cc2)C(O)(C(C)(C)C)C1 (stereo not given)	-7.0%	-1.0	16.0	-8.4	4.1	3.2%	8.9	-15.2%[57.1 µM]	26.5%[57.1 µM]
CCOC(=O)c1c(/N=C/N(C)C)sc(C=O)c1-c1ccccc1	-8.3%	2.5	/	-1.0	/	4.3%	0.5	4.4%[57.1 µM]	24.2%[57.1 µM]
Cc1c(Cl)c([N+](=O)[O-])nn1Cc1ccc(C(=O)Nc2ccc(Cl)cn2)o1	-14.5%	-5.5	1.3	-7.8	0.3	8.1%	-0.7	-2.8%	-11.6%
C/C(=N\OCC(=O)NC(C)C)c1cccs1	-9.9%	-4.6	-19.9	1.7	1.1	21.5%	0.4	6.4%	12.2%
CC1CCC2(CC1)NC(=O)N(CC(=O)N(Cc1ccccc1)C(C)(C)C)C2=O (stereo not given)	-16.4%	2.5	/	2.6	/	6.2%	0.4	-3.0%	2.1%
O=C(c1ccncc1)c1ccc(N2CCN(C3CC(=O)N(Cc4cccs4)C3=O)CC2)cc1 (stereo not given)	-20.8%	-5.9	-10.2	-7.7	0.6	5.4%	0.4	-9.3%	-2.4%
CN1C(=O)C(CC(=O)NC2CCCCC2)N(C)C1=O (stereo not given)	-4.2%	-0.2	-2.8	-0.2	-0.3	0.4%	0.7	6.0%[57.1 µM]	14.3%[57.1 µM]
CCCN(CCC)C(=O)c1cc(S(=O)(=O)N2CCCCC2)c[nH]1	-7.1%	-8.6	-31.0	12.0	-0.7	11.7%	0.7	-7.5%	-1.2%
CC(=O)N1c2ccc(S(=O)(=O)N3CCC(C(=O)Nc4cccc(C)c4C)CC3)cc2CC1C (stereo not given)	-21.8%	3.1	-5.5	-1.6	1.2	-4.2%	-0.3	4.9%	22.1%
COc1ccc(N2CCC(CNS(=O)(=O)c3cccc(C(F)(F)F)c3)C2)cc1 (stereo not given)	-20.1%	-8.2	38.0*	-3.8	4.0	0.2%	0.7	-6.0%	-13.3%
Cc1cccc(NC(=O)c2cc(S(=O)(=O)N3CCCC3)cn2C)c1	-5.5%	8.0	-4.7	1.2	0.2	-2.4%	-0.7	16.8%[57.1 µM]	40.8%[57.1 µM]
CCOC(=O)N1CCN(c2c(NCCCN(C)c3ccccc3)c(=O)c2=O)CC1	-7.6%	-4.1	21.2	9.7	-1.1	0.9%	-0.5	-3.3%	-0.7%
COc1ccc(OC)c(NC(=O)Nc2ccc3[nH]ccc3c2)c1	-12.3%	7.5	/	/	/	15.1%	/	2.5%	37.6%[activator]
COc1ccc(-c2nnc(SCCOc3cccc(C)c3)n2N)cc1	-2.8%	-16.5	/	-2.5	/	7.5%	-0.8	8.4%	19.6%
O=C(Cn1c(=O)n(Cc2ccco2)c(=O)c2cccnc21)Nc1ccccc1F	-14.4%	-0.7	/	0.0	-0.7	-11.6%	-0.3	-0.5%	7.2%
Cc1occc1C(=O)NC1CCCCCC1	-23.9%	-10.0	-20.0	4.2	-1.5	5.6%	-0.3	-9.1%[57.1 µM]	7.6%[57.1 µM]
CCCCOC(=O)Cn1c(=O)c2c(nc3n2CCCCN3c2ccc(C)cc2)n(C)c1=O	-14.5%	7.9	/	8.8	/	2.2%	-0.4	7.6%[57.1 µM]	13.0%[57.1 µM]
CC(=O)N1CCN(C(=O)c2cccc(S(=O)(=O)Nc3ccc(C)cc3)c2)CC1	-23.5%	0.7	-8.4	1.9	0.7	1.5%	-0.1	0.0%	-7.0%
Going on with the list.
SMILES	USP1 inh	PI4K2A inh	D2 antag	TRHR PAM	D2 ag	mIDH1 inhibitor	TRHR agonist	TrxR1 substrate	TrxR1 inh
CC(C)(C)NCc1ccc(OCc2cccs2)cc1	-21.2%	-1.7	-1.3	4.7	0.8	0.0%	0.1	4.1%	7.4%
CCN(CC)S(=O)(=O)c1ccc(S(=O)(=O)Nc2c(C)nn(C)c2C)cc1	-10.0%	-2.2	-4.1	-0.5	0.7	6.2%	0.6	-6.3%	-2.0%
Cc1cc(C)n(-c2nc3ccccc3nc2Nc2cccc(C)c2C)n1	-0.3%	-1.9	/	-1.7	0.5	0.0%	1.0	-7.0%	-19.0%
Cc1ccc(S(=O)(=O)NCC(c2ccccc2)N2CCN(CCC#N)CC2)cc1 (stereo not given)	-8.2%	0.9	-16.4	2.5	-0.3	2.9%	-0.7	3.4%	3.7%
CC12CCC(C(=O)N(NC(=O)c3ccccc3Cl)C1=O)C2(C)C (stereo not given)	-9.8%	-6.2	4.8	-2.8	0.8	-2.4%	1.5	-2.6%[57.1 µM]	-28.0%[57.1 µM]
CC(=O)Nc1ccc(Br)c(Cl)c1	-4.9%	-18.0	-2.6	4.7	0.7	9.9%	0.3	7.0%	19.2%
O=C(CSc1nnc(Nc2ccccc2)s1)NCCN1C(=O)CSC1=O	-15.5%	1.4	-8.3	-3.2	0.0	8.6%	-0.1	-0.1%	7.7%
Cc1ccc(/C=C(\NC(=O)c2ccccc2)C(=O)NC(Cc2ccccc2)C(=O)O)cc1 (stereo not given)	-11.9%	0.8	13.8	2.7	0.6	1.7%	0.2	-6.0%	-7.5%
Cn1c(N)c(C(=O)COC(=O)c2cccs2)c(=O)n(C)c1=O	-4.5%	1.1	-8.0	19.9	1.3	-0.9%	0.1	-5.8%	-3.8%
CCOC(=O)c1ccc(NC(=O)CSc2ccc(-c3cccnc3)nn2)cc1	-13.2%	2.1	-1.9	1.9	-0.5	-1.8%	-0.7	-0.5%	5.3%
COC(=O)c1ccc2c(c1)N(Cc1cc(C)ccc1C)C(=O)c1ccccc1S2=O (stereo not given)	/	/	10.1	-3.2	0.6	/	0.4	/	/
Cc1cc(C)n(CCc2nc3c4ccccc4nc(N4CCN(c5ccccc5)CC4)n3n2)n1	-13.8%	3.9	/	-6.0	0.3	-13.9%	-0.2	-6.6%	4.8%
CCOc1ccc(S(=O)(=O)NC2CC2)cc1C(N)=O	-11.2%	1.7	/	2.1	/	7.4%	-2.2	4.9%[57.1 µM]	25.3%
CCc1ccc(N=C2N=C(N)c3ccccc32)cc1	-22.0%	0.6	4.3	-3.2	-0.8	3.1%	-0.3	12.0%[57.1 µM]	2.4%[57.1 µM]
O=C(Nc1ccccc1)N(Cc1cccs1)C1CCCC1	-9.9%	-3.5	-5.2	-0.8	-0.3	13.8%	0.9	6.9%[57.1 µM]	26.8%[57.1 µM]
CCN(C(=O)CSc1nnc(-c2ccco2)n1CC)c1c(N)n(Cc2ccccc2)c(=O)[nH]c1=O	-0.6%	4.1	-2.0	3.6	0.3	-8.7%	0.0	2.9%	-7.8%
CCOc1cc(NC(=S)NCC2CCCO2)c(OCC)cc1NC(=O)c1cccc(C)c1 (stereo not given)	-27.5%	-4.5	/	-4.4	/	12.6%	-0.2	-8.1%	-4.5%
O=C(O)CCNc1cc2ccccc2cc1C(=O)O	-17.8%	-9.1	/	-12.8	/	6.8%	-0.9	-2.0%	-7.3%

Compound profiles, as listed above. Order of values: USP1 inh | PI4K2A inh | D2 antag | TRHR PAM | D2 ag | mIDH1 inhibitor | TRHR agonist | TrxR1 substrate | TrxR1 inh
`CCOc1cc(NC(=S)NCC2CCCO2)c(OCC)cc1NC(=O)c1cccc(C)c1` (stereo not given) is entered as -27.5% | -4.5 | / | -4.4 | / | 12.6% | -0.2 | -8.1% | -4.5%
`O=C(O)CCNc1cc2ccccc2cc1C(=O)O` is entered as -17.8% | -9.1 | / | -12.8 | / | 6.8% | -0.9 | -2.0% | -7.3%
`O=C(CSc1nnc(Nc2ccccc2)s1)NCCN1C(=O)CSC1=O` is entered as -15.5% | 1.4 | -8.3 | -3.2 | 0.0 | 8.6% | -0.1 | -0.1% | 7.7%
`Cc1cc(C)n(-c2nc3ccccc3nc2Nc2cccc(C)c2C)n1` is entered as -0.3% | -1.9 | / | -1.7 | 0.5 | 0.0% | 1.0 | -7.0% | -19.0%
